Screening data from PubChem BioAssay.
LMNA splice mod = qHTS Assay for Modulators of Lamin A Splicing; HeLa LMNA splicing GFP/RFP minigene ratio, 48 h; Potency, µM (top dose mostly 46.1 µM), for the others: at the highest dose ratio change, negative = inhibition, hits mostly inhibitors; actives 0.01% (n = 200,000); AID 1487, 2009; active = well fitted inhibition curve with a large enough effect in the signal ratio, with a control signal flat, not every such curve was filed as active; inconclusive = small, poorly fitted or top-dose-only effect, or effect the other way, or a change in a side signal; the % refers to the signal ratio; also: % is scaled to controls: 0 for no effect and ±100 for the full control effect
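S3 HeLa cells stably expressing lamin A-EGFP splicing minigene plus DsRed2, 600 cells/well, 48 h compound exposure at 37C. Laser-scanning cytometry; analysed as GFP (500-530 nm)/RFP (575-640 nm) total intensity ratio; 0.5% DMSO vehicle.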
ALDH1A1 inh = qHTS Assay for Inhibitors of Aldehyde Dehydrogenase 1 (ALDH1A1) | Aldehyde dehydrogenase 1A1 (Homo sapiens), P00352 | Purified ALDH1A1, NADH fluorescence, propionaldehyde substrate | Potency, µM (doses to about 75.3 µM), for inactives: at the top dose activity, negative = inhibition, hits mostly inhibitors | actives 7.3% (n = 220,000); active = well fitted inhibition curve with a large enough effect, not every such curve was filed as active; inconclusive = small, poorly fitted or top-dose-only effect, or another doubt; inactive = no such curve, though single readings can be large or run the other way;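 also: plate controls were no enzyme wells and a reference inhibitor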
RGS12 GoLoco inh = qHTS Assay for Inhibitors of RGS12 GoLoco Motif Activity (Red Fluorophore); Guanine nucleotide-binding protein G(i) subunit alpha-1 (Homo sapiens), P63096; Gai1:RGS12 GoLoco peptide FP, rhodamine, 10 min; Potency, µM (highest dose often 61.6 µM), without a hit: at the top dose activity, negative = inhibition, hits mostly inhibitors; actives 0.44% (n = 230,000); AID 880, 2007; active = well fitted inhibition curve with a large enough effect, not every such curve was filed as active; inactive = no such curve, though single readings can be large or run the other way; also: % is scaled to controls: 0 for no effect and ±100 for the full control effect; nearly all actives have a fitted effect of over 30% in size; many of its hits are not listed in these tables
TexasRed fluor = Total Fluorescence Counterscreen for Inhibitors of the Interaction of Thyroid Hormone Receptor and Steroid Receptor Coregulator 2; Potency, µM (series often up to 106 µM), for the others: at the top dose fluorescence change, negative = quenching; TRb/SRC2 Texas Red total fluorescence interference; actives 0.29% (n = 280,000); active = well fitted curve in either direction with a large enough effect; inconclusive = small, poorly fitted or top-dose-only effect; also: % is scaled to controls: 0 for no effect and ±100 for the full control effect
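Human TRb ligand-binding domain at 0.6 uM with 20 nM Texas Red SRC2 peptide in Tris buffer containing 1 uM T3 and 5% DMSO, incubated with compound 5 h at ambient temperature. Total fluorescence (555/632 nm) calculated as parallel + 2 × perpendicular.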
JMJD2E inh = qHTS Assay for Inhibitors of Human Jumonji Domain Containing 2E (JMJD2E); JMJD2E catalytic domain, FDH-coupled NADH fluorescence (FDH is formaldehyde dehydrogenase); actives 1.6% (n = 230,000); Lysine-specific demethylase 4E (Homo sapiens), B2RXH2; AID 2147, 2009; Potency, µM (highest dose often 57.1 µM), inactives show at the top dose activity change, negative = inhibition, most hits filed as inhibitors; active = well fitted inhibition curve with a large enough effect, not every such curve was filed as active; inconclusive = small, poorly fitted or top-dose-only effect, or another doubt; inactive = no such curve, though single readings can be large or run the other way;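 also: 0% = wells with enzyme and -100% = buffer wells without enzyme; nearly all actives have a fitted effect of over 50% in size; many of its hits are not listed in these tables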
RECQ1 inh = qHTS Assay for Inhibitors of RecQ-Like Dna Helicase 1 (RECQ1); ATP-dependent DNA helicase Q1 (Homo sapiens), P46063; RECQ1 DNA unwinding, red fluorescence kinetic read; Potency, µM (top dose mostly 57.3 µM), for the others: at the highest dose activity, negative = inhibition, most hits filed as inhibitors; actives 0.54% (n = 240,000); AID 2549, 2010;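 also: plate controls were vehicle for no effect and no enzyme for full effect; nearly all actives have a fitted effect of over 30% in size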
Target sequence (P46063 whole entry, looked up): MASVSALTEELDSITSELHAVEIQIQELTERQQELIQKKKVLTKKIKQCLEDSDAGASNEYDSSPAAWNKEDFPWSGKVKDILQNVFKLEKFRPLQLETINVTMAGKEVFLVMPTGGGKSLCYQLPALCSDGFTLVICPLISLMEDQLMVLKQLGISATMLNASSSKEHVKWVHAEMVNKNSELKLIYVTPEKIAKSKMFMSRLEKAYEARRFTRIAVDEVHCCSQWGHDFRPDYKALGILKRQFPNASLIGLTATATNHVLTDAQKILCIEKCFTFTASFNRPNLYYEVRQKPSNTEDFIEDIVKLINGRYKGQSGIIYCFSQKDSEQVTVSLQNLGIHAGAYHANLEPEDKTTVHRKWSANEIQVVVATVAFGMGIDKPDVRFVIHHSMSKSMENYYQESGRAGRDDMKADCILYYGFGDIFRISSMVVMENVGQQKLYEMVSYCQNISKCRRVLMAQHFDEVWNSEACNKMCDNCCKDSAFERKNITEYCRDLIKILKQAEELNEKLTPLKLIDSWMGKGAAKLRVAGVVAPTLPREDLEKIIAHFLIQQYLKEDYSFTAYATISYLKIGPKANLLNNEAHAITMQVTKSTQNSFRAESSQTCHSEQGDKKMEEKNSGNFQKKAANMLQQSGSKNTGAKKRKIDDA
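RECQ1T1 50 nM; forked duplex (20 bp + 30-nt ss tails) 200 nM, ATP 2 mM final; pH 8.0, 2 mM MgCl2, 2.5 ug/ml poly(dI-dC); 15 min compound preincubation; discontinuous kinetic read over 2 h at RT.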
TRb SRC2 PPI = qHTS for Inhibitors of the Interaction of Thyroid Hormone Receptor and Steroid Receptor Coregulator 2; Thyroid hormone receptor beta (Homo sapiens), P10828; TRbeta-SRC2 peptide binding, fluorescence polarization; receptor liganded with 1 µM T3; actives 0.065% (n = 280,000); AID 1469, 2008; Potency, µM (highest dose often 106 µM), without a hit: at the top dose activity change, negative = inhibition, hits mostly inhibitors;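 also: plate controls were bound peptide for no effect and peptide without receptor for full effect; nearly all actives have a fitted effect of over 50% in size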
Target sequence (P10828 whole entry, looked up): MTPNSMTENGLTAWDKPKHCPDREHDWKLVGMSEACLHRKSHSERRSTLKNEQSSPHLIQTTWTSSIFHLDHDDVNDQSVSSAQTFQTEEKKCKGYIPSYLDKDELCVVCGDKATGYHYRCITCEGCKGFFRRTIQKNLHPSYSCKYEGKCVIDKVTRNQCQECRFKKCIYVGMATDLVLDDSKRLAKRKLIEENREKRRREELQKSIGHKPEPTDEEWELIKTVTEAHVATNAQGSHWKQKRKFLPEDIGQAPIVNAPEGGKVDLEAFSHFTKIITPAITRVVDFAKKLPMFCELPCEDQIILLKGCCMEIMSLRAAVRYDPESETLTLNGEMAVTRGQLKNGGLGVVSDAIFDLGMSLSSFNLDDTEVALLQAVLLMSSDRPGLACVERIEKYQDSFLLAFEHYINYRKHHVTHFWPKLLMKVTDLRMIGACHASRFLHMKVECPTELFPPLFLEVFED
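Human TRb LBD (0.6 uM) plus Texas Red-labeled SRC2 peptide (20 nM), 1uM T3, 5% DMSO, 5 hr at ambient temperature. Decreased polarization (555/632 nm) flags inhibition; data normalized to free and bound peptide controls.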
SMN2 splice enh = qHTS Assay for Enhancers of SMN2 Splice Variant Expression; HEK293 SMN2-luciferase splicing reporter, luminescence, 30-36 h; Potency, µM (highest dose often 46.1 µM), without a hit: at the top dose activity change, positive = activation, hits mostly activators; actives 2.8% (n = 210,000); AID 1458, 2008; also: % of control where 0% means no effect; nearly all actives have a fitted effect of over 55% in size
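qHTS luciferase splicing reporter: luminescence rises when SMN2 exon 7 is included in transfected HEK293 cells. Compound exposure lasted 30-36 h at 37C, with 4.5 mM final sodium butyrate as control, followed by a ONE-Glo read.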
* marks the source's active call; other numbers are inactive results; i = inactive; ? = inconclusive; nt = no result given; & = joins results of further samples; ! = not confirmed by another sample; [ ] = another dose, or the depositor's remark. Unless noted, calls follow the shape of the dose curve; as a rule, active = well fitted curve in the direction sought with a large enough effect; inconclusive = small, poorly fitted or top-dose-only effect, or another doubt; inactive = no such curve, though single readings can be large; an effect the other way counts as inactive or inconclusive. Potency is read from the fitted curve at half-maximal effect. A portion of the library; count on the stated rates, not on these rows.

SMILES	LMNA splice mod	ALDH1A1 inh	RGS12 GoLoco inh	TexasRed fluor	JMJD2E inh	RECQ1 inh	TRb SRC2 PPI	SMN2 splice enh
Cc1c(C(=O)Nc2cc(S(=O)(=O)N3CCOCC3)ccc2N2CCOCC2)oc2ccccc12	-15%[46 µM]	?	7%	-3%	?	-2%	0%	-8%
CCCOc1ccc(Cn2ccnc2)cc1[N+](=O)[O-]	-19%	4%	-22%	-3%	3%	-2%	0%	-6%
Cc1cc(C(=O)O)c(C)n1Cc1ccncc1	nt	nt	11%	0%	-2%	0%	6%	nt
CN(C)C=Nc1nonc1-c1ncn[nH]1	-2%	7%	-1%	-4%	?	15%	-6%	4%
Cc1ccc(NC(=S)NCCc2ccccc2)c(C)c1	?	?	-9%	-1%	-6%	3%	4%	-9%
Clc1ccc(-c2nnc(-c3ccccc3Cl)o2)cc1	10%	?	nt	-3%	?	-7%	3%	nt
CC1Cc2ccccc2N1C(=O)c1cc2sccc2n1Cc1ccccc1 (stereo not given)	-7%	-3%	9%	-3%	?	i	1%	-3%
Cn1c(Cc2nc(-c3cnccn3)no2)nnc1SCC(=O)Nc1ccccc1	nt	nt	3%	-6%	-14%	-8%	-8%	nt
CN1CCN(C(=O)c2cnn3c(C(F)(F)F)cc(-c4cccs4)nc23)CC1	-1%	?	-9%	-3%	?	i	3%	6%
S=C(NCCc1ccccc1)NC1CC2CCC(C1)N2Cc1ccccc1 (stereo not given)	11%[46 µM]	-5%	10%	-6%	0%	-13%	6%	nt
Cc1cccc(C(=O)Nc2ncc(CN3CCOCC3)s2)c1	-9%	-12%	-3%	1%	-1%	-4%	1%	15%
CCOC(=O)C(CC)(CCC(=O)O)c1csc(Nc2ccc(C)cc2)n1 (stereo not given)	0%[46 µM]	4%	15%	-2%	-7%	i	3%	nt
CCOCCCNC(=O)C(c1ccc(C)cc1)N(Cc1ccc2c(c1)OCO2)C(=O)CNC(C)=O (stereo not given)	-6%	10%	3%	0%	-1%	-1%	-9%	-4%
Cc1ccc(C(=O)NCC(=O)OC(C)C(=O)Nc2ccc(N(C)C)cc2)s1 (stereo not given)	?	?	-5%	2%	1%	-12%	4%	14%
Cc1[nH]c2ccccc2c1/C=N/NC(=O)C1CC1(c1ccccc1)c1ccccc1 (stereo not given)	?	-2%	22%	4%	-6%	0%	1%	-8%
COC(=O)CSc1nnc(-c2ccccc2O)n1-c1ccc(C)cc1	?	?	-7%	-6%	-3%	-4%	8%	-9%
Cc1ccc(S(=O)(=O)Nc2nc3ccccc3nc2NCc2ccco2)cc1	10%	?	5%	4%	?	-20%	-1%	21%
COc1ccc(S(=O)(=O)N(CCc2ccccc2)CC(=O)O)cc1OC	10%	7%	5%	-3%	4%	i	-3%	0%
Cc1ccccc1-c1nc(-c2cccnc2)no1	11%	4%	2%	0%	?	-7%	0%	?
Cn1c(N)c(C(=O)Nc2ccc(-c3ccccc3)cc2)sc1=S	nt	nt	-46%	-1%	6%	3%	3%	nt
O=C1NC(CCc2ccccc2)C(=O)N1Cc1ccccc1Cl (stereo not given)	-1%	?	4%	1%	3%	-10%	3%	25%
CCCOc1ccc(N2C(=O)CC(N3CCC(C(=O)OCC)CC3)C2=O)cc1 (stereo not given)	-1%	?	6%	-1%	-1%	4%	-8%	-7%
Cc1cc(-c2cc(-c3ccc(Cl)cc3)on2)nc(NCC2CC2)n1	nt	nt	5%	-1%	?	i	-6%	nt
O=C1CC(c2ccccc2)n2nc(NC(=O)c3cccnc3)nc2N1 (stereo not given)	0%	2%	-5%	-4%	5%	-5%	-6%	6%
O=C(Nc1ccc(-n2ccc(C(F)(F)F)n2)cc1)Nc1cccc(Cl)c1	nt	-6%	6%	-1%	-2%	-1%	6%	nt

Part of the list above, limited to RGS12 GoLoco inh, TexasRed fluor and TRb SRC2 PPI:
SMILES	RGS12 GoLoco inh	TexasRed fluor	TRb SRC2 PPI
CN1CCN(C(=O)c2cnn3c(C(F)(F)F)cc(-c4cccs4)nc23)CC1	-9%	-3%	3%
S=C(NCCc1ccccc1)NC1CC2CCC(C1)N2Cc1ccccc1 (stereo not given)	10%	-6%	6%

(listing goes on)
SMILES	LMNA splice mod	ALDH1A1 inh	RGS12 GoLoco inh	TexasRed fluor	JMJD2E inh	RECQ1 inh	TRb SRC2 PPI	SMN2 splice enh
COc1ccc(OCc2nc(N)nc(Nc3cccc(C)c3C)n2)cc1	2%	14%	5%	5%	6%	-6%	0%	-17%
O=C(Cn1cc([N+](=O)[O-])cn1)N1CCCc2ccccc21	32%[46 µM]	-12%	-2%	-3%	8%	0%	-2%	13%
Cc1ccc(Cl)cc1NC(=O)COC(=O)CC(C)(C)C	?	8.9µM*	6%	-2%	2%	-16%	3%	-22%
CCOC(=O)Cn1c(C)c(Br)c(COC)c(C#N)c1=O	nt	nt	0%	2%	-7%	-4%	2%	nt
C=C[C@@](C)(O)CC[C@@H]1[C@@]2(C)CCCC(C)(C)[C@@H]2CC[C@@]1(C)O	nt	40µM*!	5%&5%	-1%&0%	-9%&2%	5%&-9%	1%&14%	nt
C#CCNC(=O)/C=C/c1ccc(C)cc1	12%	5%	5%	-1%	5%	0%	-5%	13µM*
Cc1ccc(C(=O)N2CCN(C(=O)c3ccc(C)cc3)C2)cc1	-17%[46 µM]	?	-7%	-1%	5%	-2%	-2%	8%
COc1cccc(N/C(SCc2ccccc2C)=C(/C#N)C(=O)NCc2cccs2)c1	-6%	-3%	8%	-1%	-9%	-6%	-5%	-21%
Cc1cccc(N2CCN(C(=O)c3cn4ccccc4n3)CC2C)c1 (stereo not given)	nt	5%	2%	-1%	-3%	i	4%	-66%[inhibitor]
COc1cc(-c2nc(-c3ccc(NC(=O)c4ccc5c(c4)OCO5)cc3)no2)cc(OC)c1OC	21%	?	18%	-1%	?	1%	16%	73%
CC1=CS/C(=C(/C#N)C(=O)NCc2ccco2)N1c1ccccc1	5%	-18%	7%	-1%	-1%	-8%	-9%	3%
Cc1cccc[n+]1C1C(c2ccccc2)C(C#N)=C(C(=C=[N-])C#N)NC1(O)C1CC1 (stereo not given)	-7%	?	50%[activator]	-6%	?	0%	7%	25%
CCN1CCN(S(=O)(=O)CC2(C)C3CCC2(C)C(=O)C3Br)CC1 (stereo not given)	2%[46 µM]	-2%	8%	-2%	-3%	-9%	-4%	4%
Cc1cccc(NC(=O)CSc2nnc(-c3ccncc3)n2C)c1	7%	-3%	-7%	0%	-2%	5%	6%	-31%
CCCCC1=NN(C(=O)c2ccco2)C(O)(C(F)(F)F)C1 (stereo not given)	-7%[46 µM]	10%	16%	-2%	2%	-7%	1%	nt
NNC(=O)COc1cccc2cccnc12	-7%	-1%	3%	-2%	7%	0%	-7%	2%
CCCOc1ccc(N2C(=O)CC(N(CCc3ccc(S(N)(=O)=O)cc3)C(C)=O)C2=O)cc1 (stereo not given)	10%	-11%	6%	-2%	0%	-2%	-2%	-1%
CCOC(=O)c1cnc(N)nc1C(F)(F)F	nt	-3%	-10%	2%	?	5%	-5%	nt
Cc1noc(C)c1COc1cccc(C(=O)Nc2ccc(OCc3ccccc3)cc2)c1	13%	2%	-6%	-4%	1%	-11%	0%	-8%
COc1ccc(CSc2nnc(CNS(C)(=O)=O)o2)cc1	1%	7%	1%	-3%	1%	-11%	-4%	6%
N#Cc1c(NC(=O)c2ccc(Br)o2)n(-c2ccccc2)c2nc3ccccc3nc12	nt	nt	3%	-6%	?	18%	?	nt
O=C(Cc1cccs1)Nc1ccc(-c2nnc(-c3ccco3)o2)cc1	nt	?	3%	-1%	?	15%	7%	14%
O=C(/C=C/c1ccc2c(c1)OCO2)NCCSCc1ccc(Cl)cc1Cl	?	?	7%	0%	?	-18%	0%	-26%
O=C(CCn1c(=O)oc2ccccc21)N1CCN(c2ccccc2Cl)CC1	?	-2%	-1%	-1%	10%	-1%	-5%	4%
Cc1cc(NC(=O)CC23CC4CC(C2)CC(CC(=O)Nc2cc(C)on2)(C4)C3)no1	-9%	?	-18%	1%	12%	i	-4%	10%
COc1ccccc1NC(=O)CCSc1nnnn1C	6%	-1%	1%	0%	6%	-9%	1%	-11%
Cc1nn(Cc2c(F)c(F)c(F)c(F)c2F)c(C)c1NC(=O)c1nn(C)cc1[N+](=O)[O-]	-1%	7%	-2%	0%	1%	-8%	6%	-10%

2 compounds picked at random from those above, as already listed:
SMILES	LMNA splice mod	ALDH1A1 inh	RGS12 GoLoco inh	TexasRed fluor	JMJD2E inh	RECQ1 inh	TRb SRC2 PPI	SMN2 splice enh
COc1ccccc1NC(=O)CCSc1nnnn1C	6%	-1%	1%	0%	6%	-9%	1%	-11%
O=C(Cn1cc([N+](=O)[O-])cn1)N1CCCc2ccccc21	32%[46 µM]	-12%	-2%	-3%	8%	0%	-2%	13%

One compound at a time (already shown). Screens in order: LMNA splice mod, ALDH1A1 inh, RGS12 GoLoco inh, TexasRed fluor, JMJD2E inh, RECQ1 inh, TRb SRC2 PPI, SMN2 splice enh
`CCCCC1=NN(C(=O)c2ccco2)C(O)(C(F)(F)F)C1` (stereo not given) is listed as -7%[46 µM], 10%, 16%, -2%, 2%, -7%, 1%, nt
`CN1CCN(C(=O)c2cnn3c(C(F)(F)F)cc(-c4cccs4)nc23)CC1` is listed as -1%, ?, -9%, -3%, ?, i, 3%, 6%
